ABCG2 block = inhibitors of human ABCG2 transporter, ABCB1 counter-screen. Q9UNQ0. IgMXP3 cells, JC-1 efflux, flow cytometry. inhibition, % at 6.6 µM. 0.1% of 190,000 active. AID 1325;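 active = inhibition above 80%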;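 note: 0% = DMSO and 100% = nicardipine control wells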
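Test system: IgMXP3 cells (ABCG2) mixed with DDAO far-red-labelled CCRF-Adr cells (ABCB1). Reagent: JC-1 transporter substrate. Compound dosing: single test compound dose, 6.6 µM final. Times: 10 min compound exposure, 25 °C. Detection: flow cytometry of retained JC-1 fluorescence. Read-out basis: efflux inhibition in percent versus controls. Controls: nicardipine and DMSO wells.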
Pf gametocyte = kills late stage P. falciparum gametocytes; P. falciparum stage V gametocytes, ATP luminescence, 24 h; inhibition, % at 10.9 µM; 0.065% of 150,000 active;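 active = inhibition above the mean plus 3 SD of compounds within the control limits, set per campaign, cut at about 38% in these data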;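 note: 0% = DMSO wells and 100% = medium only without gametocytes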
GSH fluor = compound fluoresces at 488/530 nm on GSH beads | GSH beads flow cytometry, compound fluorescence 488/530 nm; hits give high values | fluorescence (KMESF) at 10 µM | 0.25% of 190,000 active; in the data active = fluorescence above about 89;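 note: glutathione beads carrying GST-tagged Bcl family fusion proteins plus one bare bead set; values are compound well signal with DMSO vehicle wells as background; inactives centre near 16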
RGS4-Gao reg = human RGS4-Galphao interaction regulation. P09471. Multiplexed bead flow cytometry, RGS4-Galphao binding; actives lie on both sides. binding response (% of control), % at 10 µM. 0.33% of 220,000 active; in the data active = binding response below about 49% or above about 150%; inactive = in between;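 note: fluorescent Galphao activated with aluminum fluoride binding bead-coupled RGS4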
ABCB1 inh = inhibitors of human ABCB1 transporter, ABCG2 counter-screen; CCRF-Adr cells, JC-1 efflux, flow cytometry; 0.067% of 190,000 active; inhibition, % at 6.6 µM; in the data active = inhibition above about 40%;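 note: 0% = vehicle and 100% = reference inhibitor; higher value means more JC-1 retained so stronger ABCB1 efflux block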
Target sequence (P08183 whole entry, looked up): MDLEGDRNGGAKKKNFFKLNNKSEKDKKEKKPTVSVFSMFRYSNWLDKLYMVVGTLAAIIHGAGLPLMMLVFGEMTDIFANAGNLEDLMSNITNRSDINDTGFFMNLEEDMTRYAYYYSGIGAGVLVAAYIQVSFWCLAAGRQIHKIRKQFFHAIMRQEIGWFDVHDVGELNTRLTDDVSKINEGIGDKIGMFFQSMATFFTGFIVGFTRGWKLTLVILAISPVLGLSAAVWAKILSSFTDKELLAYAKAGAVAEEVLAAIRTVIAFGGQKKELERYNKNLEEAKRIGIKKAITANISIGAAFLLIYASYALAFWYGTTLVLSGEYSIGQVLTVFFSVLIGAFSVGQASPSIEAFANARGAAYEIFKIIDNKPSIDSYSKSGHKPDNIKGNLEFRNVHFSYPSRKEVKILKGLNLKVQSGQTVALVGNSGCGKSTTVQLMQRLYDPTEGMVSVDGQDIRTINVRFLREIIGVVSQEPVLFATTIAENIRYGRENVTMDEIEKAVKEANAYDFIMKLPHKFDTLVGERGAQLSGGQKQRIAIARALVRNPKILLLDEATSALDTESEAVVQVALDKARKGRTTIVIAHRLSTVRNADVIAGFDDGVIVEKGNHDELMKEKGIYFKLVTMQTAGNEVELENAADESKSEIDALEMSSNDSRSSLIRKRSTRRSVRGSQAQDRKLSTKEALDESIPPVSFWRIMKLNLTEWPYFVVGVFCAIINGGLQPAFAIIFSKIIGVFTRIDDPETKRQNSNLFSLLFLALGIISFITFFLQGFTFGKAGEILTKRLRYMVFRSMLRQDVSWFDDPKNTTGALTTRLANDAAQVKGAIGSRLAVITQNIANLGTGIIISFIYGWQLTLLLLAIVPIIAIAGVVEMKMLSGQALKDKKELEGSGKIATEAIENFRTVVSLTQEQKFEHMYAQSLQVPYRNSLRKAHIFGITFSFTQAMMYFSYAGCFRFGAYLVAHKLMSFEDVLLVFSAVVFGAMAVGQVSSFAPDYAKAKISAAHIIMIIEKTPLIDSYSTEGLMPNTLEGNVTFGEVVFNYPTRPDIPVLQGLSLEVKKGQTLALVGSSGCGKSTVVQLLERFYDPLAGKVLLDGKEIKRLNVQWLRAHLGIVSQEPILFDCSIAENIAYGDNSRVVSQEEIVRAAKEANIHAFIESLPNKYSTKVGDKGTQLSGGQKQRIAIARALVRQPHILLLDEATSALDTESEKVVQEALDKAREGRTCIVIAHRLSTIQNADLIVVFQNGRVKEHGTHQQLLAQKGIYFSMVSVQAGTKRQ
RGS8-Gao reg = regulators of human RGS8-Galphao interaction. P09471. multiplexed bead flow cytometry, RGS8-Galphao binding; actives lie on both sides. response (percent of control binding), % at 10 µM. 0.34% of 220,000 active. AID 1423; in the data active = response below about 60% or above about 140%; inactive = in between;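 note: Galphao activated as the GDP aluminium fluoride complex binding bead-coupled RGS8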
Mcl1 Bid PPI = Mcl-1/Bid interaction inhibition | Q07820 | TR-FRET Mcl-1/Bid-Dy647 peptide binding, 1536-well | inhibition, % at 21.7 µM | 0.97% of 220,000 active;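 active = compounds that cut the binding signal by more than half at the single screening dose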;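 note: His-tagged Mcl-1 with europium anti-His antibody binding Bid BH3 peptide; 0% = Mcl-1 plus peptide wells and 100% = peptide-only wells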
RGS7-Gao reg = modulates binding of RGS7 to human Galphao. P09471. AID 1439. Multiplexed bead flow cytometry; actives lie on both sides. binding response (% of control), % at 10 µM. 0.35% of 220,000 active; in the data active = binding response below about 49% or above about 150%; inconclusive = no clear call, values can overlap the other calls; inactive = in between;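 note: fluorescent Galphao held in activated GDP-AlF4 state binding bead-coupled RGS7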
Mcl-1 Bim block = disrupts Bim peptide binding to human Mcl-1; Q07820; Bead-based flow cytometry, Bim peptide-Mcl-1 binding; inhibition, % at 10 µM; 0.1% of 190,000 active; AID 1009; in the data active = inhibition above about 40%;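 note: 0% = no compound tracer wells and 100% = peptide blocker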
Mcl1 Noxa PPI = disrupts binding of human Mcl-1 to Noxa peptide; inhibition, % at 21.7 µM; 1.5% of 220,000 active; TR-FRET Mcl-1/Noxa peptide binding, 2 h;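 active = compounds that cut the protein-peptide binding signal by more than 50% relative to plate controls in a single-dose test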;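 note: His-tagged Mcl-1 with rhodamine Noxa BH3 peptide and terbium anti-His antibody; 0% = Mcl-1 plus Noxa peptide wells and 100% = peptide-only wells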
Avidin bead fluor = compound fluoresces at 488/530 nm on avidin beads; 0.38% of 220,000 active; fluorescence (KMESF) at 10 µM; compound fluorescence 488/530 nm, flow cytometry; hits give high values; in the data active = fluorescence above about 47; note: inactives centre near 10
The depositor's hits bear a star; u = inconclusive; x = no result given.

SMILES	ABCG2 block	Pf gametocyte	GSH fluor	RGS4-Gao reg	ABCB1 inh	RGS8-Gao reg	Mcl1 Bid PPI	RGS7-Gao reg	Mcl-1 Bim block	Mcl1 Noxa PPI	Avidin bead fluor
CC(=O)Nc1ccc(S(=O)(=O)Nc2cc([N+](=O)[O-])ccc2C)cc1	1	x	71	102	0.4	97	2	104	-4	13	10
O=C(NCc1ccccc1)c1cccc(COc2cc(Cl)ccc2Cl)c1	2	-2	19	104	0.0	102	6	102	-6	-9	13
CCOc1ccc(-c2cc(N)n(S(=O)(=O)c3cccc4nsnc34)n2)cc1	x	-17	x	103	x	102	-44	u	x	-2	7
CC1=NN(c2ccccc2)C(=O)/C1=C\c1c(C)[nH]n(-c2ccccc2)c1=O	44	1	33	98	-0.1	99	-3	99	-4	15	14
Cc1cc(C)n(-c2nc3c(c(=O)[nH]c(=O)n3C)n2CC(C)C)n1	5	1	15	109	0.6	105	-23	109	0	10	10
CC(C)CC(OC(=O)c1ccco1)C(=O)NC1CCCCC1 (stereo unspecified)	-1	x	21	100	0.2	99	12	99	0	-7	33
Cc1c(C(=O)N2CCCC2)sc(NC(=O)c2ccc(Cl)cc2)c1C#N	0	x	16	79	0.2	91	-1	89	-5	35	3
O=C(CN(C(=O)c1cc2c(s1)CCC2)C1CCCC1)NCc1cccs1	0	x	62	98	0.2	103	-9	101	6	-22	6
CCOc1ccc(N2CC(O)=C(c3nc4ccccc4c(=O)[nH]3)C2=N)cc1	7	x	9	96	1.2	101	57*	u	0	48	14
CCCCOc1nc2c(c(=O)n(C)c(=O)n2C)n1C	x	x	x	97	x	101	-7	u	x	-2	4
COc1ccc(N/C=C/C(=O)c2ccc(OC)c(OC)c2)cc1	x	-25	x	90	x	93	-10	u	x	-11	7
O=C(c1ccco1)N1N=C2CCCCCC2C1(O)C(F)(F)F (stereo unspecified)	8	6	13	103	0.2	103	-12	107	0	-7	x
O=C(CC1C(=O)NCCN1Cc1cccc(Oc2ccccc2)c1)NCCc1ccccn1 (stereo unspecified)	2	-6	10	93	-0.3	98	2	103	-5	9	5
Cc1ccc(NC(=O)c2ccccc2NS(=O)(=O)c2ccc(Cl)s2)cc1	23	-10	4	101	1.9	102	-7	96	-1	6	10
CC1(C)CC(=O)C(Sc2ccccc2[N+](=O)[O-])=C(O)C1	3	x	7	100	0.1	95	-41	100	-1	5	3
O=C(CNC(=O)/C(=C/c1ccccc1)NC(=O)c1ccc(Br)cc1)OCc1ccccc1	22	-1	10	96	0.8	95	-1	95	6	1	15
CC(C)(C)C1CCc2c(sc(NC(=O)c3cc(C4CC4)on3)c2C#N)C1 (stereo unspecified)	-1	x	24	104	-0.2	104	-2	106	-2	17	6
CCCCCCC[C@H](N)[C@H](O)C(=O)N(C)[C@@H](CCS(C)=O)C(=O)N[C@@H](Cc1ccc(O)cc1)C(=O)N[C@@H](Cc1ccc(O)cc1)C(=O)O (stereo partly specified)	x	-8	x	100	x	101	-31	u	x	15	9
CC1OC(OCC2OC(Oc3c(-c4ccc(O)cc4)oc4cc(O)cc(O)c4c3=O)C(O)C(O)C2O)C(O)C(O)C1O (stereo unspecified)	1	x	18	99	0.2	102	-7	100	0	54*	6
C=CCn1c(SCc2ccc(C#N)cc2)nnc1-c1cccc(Cl)c1	1	x	8	96	0.8	96	-19	98	0	-15	8
Cc1ccc(NC(=S)NNC(=S)Nc2ccc(C)cc2C)cc1	0	x	22	101	-0.3	105	-62	102	0	-26	12
COc1ccc(N2C(=O)CC(Nc3cccc([N+](=O)[O-])c3)C2=O)cc1 (stereo unspecified)	x	-15	x	99	x	100	-6	u	x	6	17
CC(/C=C1\SC(=S)N(CC(=O)N2CCN(c3ccccc3)CC2)C1=O)=C\c1ccccc1	0	-14	4	100	0.4	101	-27	100	-3	18	9
CCCC1Cc2c(sc3ncnc(N)c23)CO1 (stereo unspecified)	14	x	53	94	0.3	98	-13	92	2	11	6
Cc1cccc[n+]1CC(=O)Nc1ccc([N+](=O)[O-])cc1Cl	0	x	55	105	0.0	100	-13	101	0	-16	8
Further results.
SMILES	ABCG2 block	Pf gametocyte	GSH fluor	RGS4-Gao reg	ABCB1 inh	RGS8-Gao reg	Mcl1 Bid PPI	RGS7-Gao reg	Mcl-1 Bim block	Mcl1 Noxa PPI	Avidin bead fluor
NC(=O)C[n+]1cccc2ccccc21	1	x	44	85	0.2	89	-26	90	2	47	7
Cc1ccccc1N1C(=O)CN(Cc2sccc2C)C1=S	4	x	4	104	0.4	102	-17	105	-5	8	12
CCOC(=O)Cc1csc(NC(=O)CSc2nnc(C)n2C)n1	2	x	15	87	0.1	87	-36	88	0	-8	4
CCCSc1cc(N2CCCC2)nc(-c2ccccc2)n1	1	x	34	93	-2.9	61	-8	58	-2	3	4
O=C(CNS(=O)(=O)c1ccc2ccccc2c1)OCc1nnc(-c2ccccc2)o1	-1	13	59	104	-0.3	106	-66	99	7	-15	6
COc1ccc(OC)c(-n2c(SC)nnc2-c2c[nH]c3ccccc23)c1	0	x	15	101	-0.2	99	-16	98	-3	22	24
CCOc1ccc(NC(=O)NCc2ccco2)cc1	5	23	9	105	0.0	103	-19	103	-2	13	3
C=CCN(c1ccccc1)S(=O)(=O)c1cccc2cccnc12	x	-2	x	97	x	101	-20	u	x	-10	4
O=C(C1CCC(CNc2c(N3CCCCC3)c(=O)c2=O)CC1)N1CCCCC1 (stereo unspecified)	1	x	23	100	0.2	102	-32	104	-2	8	10
O=C(CCC1CCCCC1)NNC(=O)c1cnccn1	8	-7	21	106	0.3	105	-27	103	0	-1	15
CCCc1cc(=O)oc2c(CN3CCOCC3)c(O)ccc12	6	x	9	98	0.7	101	-23	101	0	3	10
CC(C)OC(=O)/C(C#N)=C/c1c[nH]c2ccccc12	15	-11	9	104	0.6	105	-45	105	0	3	5
Cc1cc(C)n2nc(S(=O)(=O)NCCc3ccccc3)nc2n1	3	x	16	103	1.3	103	-21	106	-5	10	6
COc1ccc(-c2cc(C(F)(F)F)nc(SCCC(=O)N3CCOCC3)n2)cc1	5	x	20	103	1.6	102	4	106	0	-1	40
CCc1nnc(NC(=O)/C=C/c2cccs2)s1	17	-16	9	101	0.2	99	-3	94	-6	11	9
COc1ccc(C(=O)COC(=O)CCN2C(=O)C3C4CCC(C4)C3C2=O)cc1 (stereo unspecified)	4	-5	62	99	0.2	101	12	93	0	16	12
Cn1c2ccc(F)cc2c2nnc(NN)nc21	x	3	x	99	x	94	-16	u	x	33	7
Cc1nccn1CC(O)Cn1c2ccccc2c2ccccc21 (stereo unspecified)	1	x	21	98	0.3	102	4	107	4	-11	23
Cc1ccc2nc(SCCCCOc3ccccc3)[nH]c2c1	0	x	29	108	0.0	105	3	106	0	5	13
O=C(CN1CCC(n2nnc3cc(C(F)(F)F)ccc32)CC1)Nc1ccc2c(c1)CCC2	8	x	22	99	2.1	100	-19	98	-2	3	14
CCn1c(SC)nnc1-c1c[nH]c2ccccc12	7	x	19	103	0.3	102	-12	102	0	10	7
Cc1cc(C)n(-c2cc(C)c(C)cc2Br)n1	13	x	34	96	2.2	96	-27	99	2	x	8
Cc1cc(C)n(-c2nc3ccccc3c(=O)n2OC2CCCCC2)n1	2	4	10	100	0.9	103	2	99	0	4	36
CC(C)c1ccc(C(C(=O)NC(C)(C)C)N(C(=O)CNC(=O)c2ccco2)c2cccnc2)cc1 (stereo unspecified)	2	x	21	99	0.8	98	-7	97	4	1	7
C[C@@H]1C[C@@H]2OC(=O)[C@]3(C)[C@H]2[C@@H](OC3(C)O)[C@]2(C)C(=O)CC[C@H]12 (stereo partly specified)	x	x	x	104	x	100	-24	u	x	3	x
(listing goes on)
SMILES	ABCG2 block	Pf gametocyte	GSH fluor	RGS4-Gao reg	ABCB1 inh	RGS8-Gao reg	Mcl1 Bid PPI	RGS7-Gao reg	Mcl-1 Bim block	Mcl1 Noxa PPI	Avidin bead fluor
CCOc1cccc(NC(=O)Cn2nc(-c3ccc4c(c3)OCCO4)ccc2=O)c1	18	x	16	98	1.0	100	-6	100	0	-91	5
Cc1nnc(NC(=O)CSc2nc(C(C)C)nc3ccccc23)s1	2	-35	59	91	0.6	93	-33	89	6	-12	5
O=S(CC(O)COCc1ccc(Cl)cc1)c1ccccn1 (stereo unspecified)	1	x	11	95	0.5	91	-3	97	2	5	23
N#C/C(=C\c1ccco1)C(=O)Nn1cnnc1	2	-24	25	95	0.5	99	-14	97	10	0	11
CC12CN3CCN(CC(C3)C1(O)CN1CCCCC1)C2 (stereo unspecified)	2	1	33	93	0.6	97	-27	91	-4	-7	13
COc1ccc(NC(=O)Nc2nnc(-c3cccs3)s2)cc1	x	4	x	106	x	105	-42	u	x	21	9
CCOc1cc(/C=N/N=C(/N)c2nonc2N)cc(Br)c1OCc1ccc(Cl)cc1	1	x	24	100	-0.1	99	-24	98	5	-2	5
Cc1cc2occ(CC(=O)NC3CCCc4ccccc43)c2cc1C (stereo unspecified)	7	x	10	96	0.7	96	-9	93	-3	4	10
CC(O)(CS(=O)(=O)Cc1cccc(C(F)(F)F)c1)C(=O)Nc1cccc(C(F)(F)F)c1 (stereo unspecified)	4	-18	34	102	0.8	104	-17	104	0	-14	14
CC(C)(C)c1ccc(-c2noc(CCC(=O)NCC3CCCO3)n2)cc1 (stereo unspecified)	9	-14	7	112	2.3	106	0	106	-3	0	12
COc1ccc2c(CCNC(N)=S)c[nH]c2c1	x	-23	x	85	x	90	-124	u	x	7	6
Cc1cccc(Cc2cnc(NC(=O)c3ccc(C)o3)s2)c1	0	x	52	98	0.1	102	-5	99	2	9	8
CC(=O)N1CCc2cc(S(=O)(=O)CCC(=O)Nc3c(C)n(C)n(-c4ccccc4)c3=O)ccc21	1	-30	10	108	0.3	104	-33	106	0	5	30
CC(C)CC(COCc1ccc(Cl)cc1)N1CCN(C(=O)c2ccc(C(F)(F)F)cc2)CCC1=O (stereo unspecified)	-4	-33	18	101	0.6	101	0	104	-2	-8	10
COC(=O)c1ccc(COc2cccc3c2CCN(Cc2ccccc2)C3=O)o1	30	x	11	104	2.5	100	-2	105	0	-8	11
O=C(O)CNC(=O)C(Cc1ccccc1)NC(=O)OCc1ccccc1 (stereo unspecified)	0	5	9	100	0.2	99	5	100	-1	14	19
OCCNCc1cc(Br)ccc1OCc1ccccc1Cl	2	14	12	103	1.0	103	15	103	-4	15	11
COc1cccc(CNc2ccc(N3CCCCC3)cc2)c1OC	-1	1	30	99	0.3	108	-17	103	-2	33	11

Ordered by the number under Avidin bead fluor (falling): some entries from above
molecule	Avidin bead fluor
CC12CN3CCN(CC(C3)C1(O)CN1CCCCC1)C2 (stereo unspecified)	13
N#C/C(=C\c1ccco1)C(=O)Nn1cnnc1	11
CC(C)CC(COCc1ccc(Cl)cc1)N1CCN(C(=O)c2ccc(C(F)(F)F)cc2)CCC1=O (stereo unspecified)	10
